Screening data from PubChem BioAssay.
UGM FP inh – blocks M. tuberculosis UGM enzyme | P9WIQ1 | AID 504406 | purified UGM, fluorescence polarization probe displacement | inhibition, % at 10 µM | 0.06% of 320,000 active; in the data active = inhibition above about 10%, passing the limit was not always enough
Target sequence (P9WIQ1 whole entry, looked up): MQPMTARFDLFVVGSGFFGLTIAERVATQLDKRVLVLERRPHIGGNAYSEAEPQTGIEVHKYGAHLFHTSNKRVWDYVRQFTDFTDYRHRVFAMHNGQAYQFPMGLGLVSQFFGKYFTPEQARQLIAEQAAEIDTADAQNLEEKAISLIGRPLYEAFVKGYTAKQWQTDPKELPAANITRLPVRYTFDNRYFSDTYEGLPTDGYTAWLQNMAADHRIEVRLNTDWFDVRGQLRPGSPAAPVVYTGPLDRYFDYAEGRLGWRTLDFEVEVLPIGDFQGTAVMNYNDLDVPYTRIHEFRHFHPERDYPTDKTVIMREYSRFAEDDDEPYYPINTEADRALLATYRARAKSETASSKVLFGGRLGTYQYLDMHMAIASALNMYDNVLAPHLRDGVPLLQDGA
BioA inh – blocks M. tuberculosis BioA enzyme activity. AID 602481. inhibition, % at 9.99 µM. purified M. tuberculosis BioA enzyme, plate reader. 0.096% of 360,000 active; in the data active = inhibition above about 40%
PriA SSB inh – blocks PriA binding to SSB C-terminal tail | inhibition, % at 33 µM | 0.6% of 430,000 active | AID 1272365 | AlphaScreen SSBct-PriA binding, biotinylated peptide; in the data active = inhibition mostly above about 37%, no sharp cut-off; inactive = mostly below about 20%;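 also: plate controls were negative control peptide for no effect and reference peptide for full effect; strong numbers were not always called active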
VHR inh abs – inhibitors of human VHR1 phosphatase (DUSP3); recombinant VHR phosphatase, pNPP absorbance; inhibition, % at 13.3 µM; P51452; 0.52% of 290,000 active; in the data active = inhibition above about 50%; also: some compounds called inactive have numbers as strong as hits
Target sequence (P51452 whole entry, looked up): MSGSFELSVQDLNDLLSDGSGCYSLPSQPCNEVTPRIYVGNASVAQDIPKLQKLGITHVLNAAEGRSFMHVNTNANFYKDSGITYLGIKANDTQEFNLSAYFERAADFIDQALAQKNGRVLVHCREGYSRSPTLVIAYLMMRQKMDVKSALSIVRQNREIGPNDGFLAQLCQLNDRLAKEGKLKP
Rv3671c protease – inhibitors of M. tuberculosis serine protease Rv3671c. inhibition, % at 5.96 µM. 0.048% of 320,000 active. AID 2606; in the data active = inhibition above about 38%;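 also: extracellular domain of Rv3671c used as enzyme; 0% = enzyme with DMSO and 100% = no enzyme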
Target sequence (P9WHR9 whole entry, looked up, the tested form may be a part): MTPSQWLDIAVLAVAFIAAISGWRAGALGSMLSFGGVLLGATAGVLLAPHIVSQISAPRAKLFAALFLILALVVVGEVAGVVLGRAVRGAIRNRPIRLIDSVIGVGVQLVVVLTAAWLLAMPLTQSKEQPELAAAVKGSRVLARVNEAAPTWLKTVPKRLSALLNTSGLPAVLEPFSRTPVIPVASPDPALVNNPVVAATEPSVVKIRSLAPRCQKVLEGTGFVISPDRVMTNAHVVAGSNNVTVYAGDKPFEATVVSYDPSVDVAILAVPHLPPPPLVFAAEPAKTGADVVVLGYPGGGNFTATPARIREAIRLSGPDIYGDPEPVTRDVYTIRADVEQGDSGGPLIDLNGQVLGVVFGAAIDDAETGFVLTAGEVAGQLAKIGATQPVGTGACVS
BH1578 lux ind – induces V. cholerae light production without autoinducers | V. cholerae BH1578 lux reporter, luminescence, 6 h | activation, % at 18.7 µM | 0.16% of 350,000 active | AID 588436; in the data active = activation mostly above about 9.7%, no sharp cut-off; also: not every result past the cut was called active; inactives centre near 0; reference of the scale not given here
MazF activator – increases E. coli MazEF RNase cleavage of RNA | activation, % at 20 µM | AID 504720 | P0AE70 | FAM/BHQ RNA-DNA oligo cleavage fluorescence, 5 h | 0.32% of 350,000 active; in the data active = activation above about 50%
GDH-TPI inh – counter-screen for M. tuberculosis FBA inhibitors: GDH-TPI coupled enzymes. GDH-TPI coupled enzyme counterscreen, NADH absorbance. inhibition, % at 4.8 µM. 1.2% of 360,000 active. AID 588335; in the data active = inhibition above about 30%;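 also: 0% = DMSO wells and 100% = wells lacking the enzyme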
SARS 3CLpro inh – SARS-CoV 3CLpro protease inhibition | 0.14% of 290,000 active | recombinant SARS-CoV 3CLpro, quenched FRET peptide cleavage | P0C6X7 | inhibition, % at 6 µM; in the data active = inhibition above about 12%
Mtb FBA inh – inhibitors of M. tuberculosis fructose-bisphosphate aldolase; AID 588726; purified M. tuberculosis FBA, fluorescence read-out; inhibition, % at 1 µM; P9WQA3; 2.3% of 360,000 active; in the data active = inhibition above about 27%;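 also: 0% = vehicle and 100% = reference inhibitor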
Numbers without * were called inactive; i = inactive; / = no result given; + = active, no number; & = joins results of further samples. An excerpt. The share of hits here may be higher or lower than overall.

SMILES	UGM FP inh	BioA inh	PriA SSB inh	VHR inh abs	Rv3671c protease	BH1578 lux ind	MazF activator	GDH-TPI inh	SARS 3CLpro inh	Mtb FBA inh
CCc1ccc(/C(C)=N/NC(=O)c2ccc(-n3cnnn3)cc2)cc1	-2.3	0.0	/	/	-9	-0.3	-8	15	/	1
COc1ccc(S(=O)(=O)NCC2CCCO2)cc1C(=O)O (centres undefined)	-1.0	-0.6	1	-3	1	i	-4	5	7	0
CCn1c(=O)n(CC)c2cc(NC(=O)C(C)c3ccccc3)c(Br)cc21 (centres undefined)	0.3	3.3	2	27	-1	i	2	-2	-6	1
CCOc1ccc(N2C(=O)CC(N3CCc4ccccc43)C2=O)cc1 (centres undefined)	1.4	-2.9	-11	20	-3	-0.3	8	3	3	1
CCCCN(CC)CCNC(=O)c1cc2c(=O)[nH]c3ccccc3c2n1C	0.4	/	-5	-2	-1	-0.2	6	-6	4	11
COc1cc(NC(=O)CCCSc2nc(-c3ccco3)cc(C(F)(F)F)n2)cc(OC)c1OC	-0.2	-0.3	-6	27	-4	0.1	0	19	-1	0
COc1cccc(CC(=O)OC(C)C(=O)Nc2ccc(N3CCOCC3)cc2)c1 (centres undefined)	0.6	0.1	-10	/	-8	i	-6	5	/	3
Cc1ccc2c(c1)N(CC(=O)N(Cc1ccc3c(c1)OCO3)CC1CCCO1)C(=O)C(C)O2 (centres undefined)	4.1	-1.3	6	27	-5	-0.2	-1	-3	7	-3
CCN(c1ccccc1)S(=O)(=O)c1ccc2c(c1)C(C)(C)C(=O)N2C	3.3	5.0	0	17	-2	-0.2	12	-8	-1	0
NC1(C(=O)O)CCCCC1c1ccccc1 (centres undefined)	/	-0.7	-7	/	/	i	-2	5	/	0
CCOc1ccc(CSCCNC(=S)Nc2ccccc2)cc1	0.2	/	-5	-1	-6	i	-3	-7	6	1
Cc1ccccc1-c1nc2ccccc2o1	0.1	1.8	-23	23	2	i	-1	-1	0	-2
Cc1ccc(S(=O)(=O)N2CCC(C(=O)OC(C)C(=O)N(C)c3ccccc3)CC2)cc1C (centres undefined)	-1.1	-1.9	2	/	-6	-0.4	0	4	/	-1
CCC(C)c1c(O)nc(SCC(=O)N2CCOCC2)[nH]c1=O (centres undefined)	1.9	-0.4	1	32	8	i	-7	7	-4	-2
Cc1ccc(NC(=O)c2scc3c2CCCC3)cc1	2.1	/	-11	37	-5	0.0	-3	4	-6	0
CN(Cc1ccccc1)C(=O)c1cc(=O)[nH]c2ccccc12	-0.4	0.7	-30	25	2	0.9	6	24	3	4
N=C1c2ccccc2CN1NC(=O)c1ccc(Br)o1	-0.4	-0.4	-25	-10	-8	-0.3	7	1	-4	-2
Cc1cccc(CNC(=O)CCn2ccc3cc(S(=O)(=O)N4CCCC4)ccc32)c1	0.9	-0.5	1	25	2	0.9	1	5	-2	-1
O=C(Nc1ccc(F)cc1)c1cccnc1	0.9	9.0	-12	-14	2	-1.3	3	13	-2	2
CNc1nc(NC)c2cn[nH]c2n1	/	-1.0	2	/	/	i	3	0	/	6
Cc1ccc(-c2[nH]ncc2C(=O)c2ccc(Br)cc2)c(O)c1	-3.4	/	3	/	-17	-2.2	-5	4	-1	3
CN(C)Cc1ccccc1Cc1ccccc1	-2.1	0.9	-1	-14	5	-0.3	8	3	-1	0
N#Cc1c(-c2ccccc2Cl)c2c([nH]c1=O)-c1ccccc1OC2	0.2	-0.6	-19	-14	-2	i	1	27	4	+
CCCOc1ccc(C2C(C(=O)c3ccc(C)o3)=C(O)C(=O)N2Cc2ccco2)cc1 (centres undefined)	0.8	1.1	-5	24	7	-0.6	-1	11	4	-1
COc1cccc(Nc2c(F)c(OC)c(F)c(F)c2C(=O)O)c1	-0.6	-2.8	-17	11	-5	-0.9	14	5	1	-1

Sorted by number of heavy atoms (ascending): 3 of the compounds above
SMILES	UGM FP inh	BioA inh	PriA SSB inh	VHR inh abs	Rv3671c protease	BH1578 lux ind	MazF activator	GDH-TPI inh	SARS 3CLpro inh	Mtb FBA inh
COc1ccc(S(=O)(=O)NCC2CCCO2)cc1C(=O)O (centres undefined)	-1.0	-0.6	1	-3	1	i	-4	5	7	0
CCN(c1ccccc1)S(=O)(=O)c1ccc2c(c1)C(C)(C)C(=O)N2C	3.3	5.0	0	17	-2	-0.2	12	-8	-1	0
CCCCN(CC)CCNC(=O)c1cc2c(=O)[nH]c3ccccc3c2n1C	0.4	/	-5	-2	-1	-0.2	6	-6	4	11

Next section
SMILES	UGM FP inh	BioA inh	PriA SSB inh	VHR inh abs	Rv3671c protease	BH1578 lux ind	MazF activator	GDH-TPI inh	SARS 3CLpro inh	Mtb FBA inh
NC(=O)CC[C@H](NC(=O)c1ccc(F)cc1)C(=O)OCC(=O)NCc1ccc2c(c1)OCO2	0.7	-1.8	0	/	5	i	9	4	/	-3
Cc1nc2sccn2c(=O)c1S(=O)(=O)NC(C)c1ccccc1 (centres undefined)	-2.1	1.2	-2	9	1	i	1	13	-2	9
O=C1C(Cc2ccccc2)SC(=Nc2ccccc2)N1c1ccccc1 (centres undefined)	0.7	-0.3	-1	18	3	/	13	3	-1	-3
O=C(CCS(=O)(=O)c1cc(Br)cc2c1N(C(=O)C1CC1)CC2)N1CCN(c2ccccn2)CC1	0.8	/	6	24	8	0.3	0	8	3	1
CCc1nnc(NS(=O)(=O)c2ccc(NC(=S)NC(=O)/C=C/c3ccc(F)cc3)cc2)s1	/	/	0	8	-38	-0.2	2	18	4	-2
CCCN1CC(=O)N2Cc3[nH]c4ccccc4c3C[C@H]2C1=O	-1.1	-0.6	-5	18	-2	i	-10	3	-1	0
Cc1nn(CC(C)C)c(Cl)c1C(=O)NCC(C)(C)N1CCOCC1	/	-0.3	/	/	/	-0.4	1	1	/	0
Nn1cc(-c2ccccc2)nc1SCC(=O)NCCN1C(=O)CSC1=O	0.0	-1.0	-5	2	-13	0.4	-5	-1	4	0
O=C1/C(=C\c2ccc(Cl)cc2Cl)N2CCC1CC2	-0.8	-1.8	3	5	2	0.6	-2	3	-2	0
Cc1onc(-c2c(Cl)cccc2Cl)c1C(=O)N1C(C)CCCC1C (centres undefined)	6.7	0.9	-6	1	-10	-0.1	8	0	3	2
CCOc1ccc(CCNC(=O)CN2C(=O)c3cccnc3Oc3ccc(C)cc32)cc1OCC	0.9	-0.9	-7	13	-6	-0.2	0	5	-2	-1
Cn1ccs/c1=N\C(=O)Nc1ccccc1	2.9	/	/	18	-6	-0.7	3	1	0	2
COc1c(C(C)C)cc(NC(C)=O)cc1C(C)C	2.7	/	-13	19	1	5.3	2	-15	0	2
O=C(CCc1ccccc1)NNC(=O)c1cc(Cl)ccc1O	1.8	-2.1	2	16	-1	i	2	9	4	35*
CC(C)COC(=O)CCn1[nH]c(=O)c2ccccc2c1=O	-0.3	-1.8	4	-9	-10	i	1	18	3	-1
CC1(C)CC(=O)C=C(Nc2cccc(O)c2)C1	-1.2	4.5	8	26	7	0.7	2	6	1	-4
COc1ccc(Cl)cc1NC(=O)C/C(C)=N/NC(=O)CCc1ccccc1	-1.8	-0.9	/	-36	-14	i	3	4	-2	-1
C[C@@H]1O[C@@H](O[C@H]2[C@H](Oc3cc(O)c4c(c3)O[C@H](c3ccc(O)cc3)CC4=O)O[C@H](CO)[C@@H](O)[C@@H]2O)[C@H](O)[C@H](O)[C@H]1O	-3.4	-2.2	-12	7	0	-0.2	3	13	2	5
C[C@@H]1CN([C@H](C)CO)C(=O)CCCn2nncc2CO[C@H]1CN(C)S(=O)(=O)c1cccc(F)c1	/	-2.3&0.8	/	/	/	-0.6	11	7	/	2
COc1ccc(C(=O)NNC(=O)C2=NN(c3ccccc3)C(=O)CC2)cc1	3.0	1.2	1	-4	-1	0.5	1	9	9	2
Cn1c(=O)[nH]c(=O)c2c1nc(SCC(=O)O)n2CCCc1ccccc1	-1.0	0.8	-5	/	-16	-10	-2	3	-5	5
O=C(Oc1ccc(C(=S)N2CCOCC2)cc1)c1ccccc1[N+](=O)[O-]	-3.0	0.6	1	-2	5	i	7	16	-2	-1
COCCN(C(=O)COC(=O)/C=C/c1ccc(C)o1)c1c(N)n(Cc2ccccc2)c(=O)[nH]c1=O	2.4	-4.9	-14	10	7	i	-11	8	1	4
COc1cccc(C#Cc2cnc3c(c2)C(=O)N([C@@H](C)CO)C[C@H](C)[C@H](CN(C)C(=O)C2CCC2)O3)c1	/	3.1&2.7&-1.2	/	/	/	i	7	1	/	11
CC(C)NC(=O)N(C)C[C@H]1Oc2ccc(NC(=O)C3CCCCC3)cc2C(=O)N([C@H](C)CO)C[C@@H]1C	-0.4	-1.2&6.9	-3	/	5	i	7	3	/	0

An excerpt from above with just Rv3671c protease.
canonical_smiles	Rv3671c protease
CCOc1ccc(CCNC(=O)CN2C(=O)c3cccnc3Oc3ccc(C)cc32)cc1OCC	-6
Cn1ccs/c1=N\C(=O)Nc1ccccc1	-6
COc1c(C(C)C)cc(NC(C)=O)cc1C(C)C	1

More structures.
SMILES	UGM FP inh	BioA inh	PriA SSB inh	VHR inh abs	Rv3671c protease	BH1578 lux ind	MazF activator	GDH-TPI inh	SARS 3CLpro inh	Mtb FBA inh
O=C(Nc1cccc(S(=O)(=O)N2CCOCC2)c1)c1ccc(N2CCOCC2)c([N+](=O)[O-])c1	3.0	/	10	8	-25	-0.6	4	11	3	-3
CCC(C)NC(=O)CCn1c(-c2ccc(F)cc2)cc(C(C)=O)c1C (centres undefined)	-1.2	/	-9	20	-4	-0.3	9	7	1	-4
CC12C=CC3(CN(Cc4ccccc4)C(=O)C3C1C(=O)NC1CC1)O2 (centres undefined)	0.3	/	-13	15	-1	i	4	1	1	-3
COc1ccc(OC)c(NC(=O)CSc2nnc(Cc3cccn3C)n2CCc2ccccc2)c1	1.8	12	33	8	0	-0.5	-1	12	4	1
CC(C)(C)OC(=O)NCc1ccc(CNC(=O)c2nc[nH]c2C(=O)N2CCc3ccccc3C2)cc1	1.3	0.1	5	/	-1	i	6	-6	/	-2
CC1(C)Cc2cccc(OCC(=O)NCc3ccccc3)c2O1	0.7	-0.4	-6	2	10	-2.6	-2	3	-2	1
COC(=O)c1nn(-c2ccc(OC)cc2)c(=O)cc1Sc1ccc(C)cc1	-0.1	2.1	-3	2	5	-0.4	3	-1	3	-1
Cc1[nH]c(=S)[nH]c(=O)c1Cc1ccccc1	-2.7	0.7	-7	7	-2	-7.1	1	-12	2	-4
CCOc1ncccc1C(=O)N1CCN(Cc2ccc3c(c2)OCO3)CC1	0.4	-0.7	0	4	3	0.0	-3	5	0	-3
CN(CC(=O)Nc1ccc(F)cc1)C(=O)COC(=O)c1cc(S(=O)(=O)N(C)C)ccc1N1CCCC1	5.9	-0.4	6	/	4	i	3	8	/	3
CC(=O)c1c(C)[nH]c(C(=O)OCC(=O)c2ccc(C)s2)c1C	0.1	1.5	1	/	-3	i	-8	-1	/	4
CCOC(=O)c1cnc(-n2[nH]c(C)c(Cc3ccccc3)c2=O)[nH]c1=O	0.6	/	84*	12	5	i	-11	7	2	1
CC(C)OC(=O)CC1C(=O)NCCN1C(=O)COc1ccc(C(C)(C)C)cc1 (centres undefined)	3.0	0.3	-15	8	2	0.3	-4	-8	2	0
N#Cc1c(Cl)nc(N/N=C/c2ccccc2)c(Cl)c1Cl	0.1	/	/	21	3	-0.3	8	1	-1	0
COc1cc(C2NC(=O)NC(C)=C2C(=O)OCc2ccc(C)cc2)cc(OC)c1O (centres undefined)	0.4	-1.6	9	21	3	i	-1	6	-3	4
CCCCC1CCC(C(=O)N(CCOC)c2c(N)n(CCCC)c(=O)[nH]c2=O)CC1 (centres undefined)	2.2	/	-4	/	2	-5.3	-4	-3	/	-3
O=C(O)CCc1nnc(SCC(=O)Nc2ccc(Cl)c(C(F)(F)F)c2)[nH]c1=O	3.0	/	1	19	0	-0.8	-4	3	0	-1
COc1ccc(OC)c(/C=C/C(=O)NC2=NCCS2)c1	-0.6	-0.4	10	21	4	2.2	1	7	-6	5
CCOC(=O)C(C)Oc1ccc(NC(=O)C(Cl)Cl)cc1 (centres undefined)	-2.0	/	-7	-8	2	-2.5	8	6	0	1
